Screens deposited in PubChem BioAssay by several laboratories.
GPR35 antagonists: GPR35 antagonists blocking zaprinast-driven arrestin recruitment, primary screen, imaging, U2OS, beta-arrestin-GFP, zaprinast agonist (AID 2058); G-protein coupled receptor 35 (Homo sapiens); U2OS GPR35 beta-arrestin-GFP translocation imaging, zaprinast antagonism; higher % means a stronger effect; inhibition, % at 10 µM, or IC50 in µM where a hit was titrated; 290,000 tested, 0.052% active;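 active means inhibition of at least 50% with at least 30 cells and total cytoplasm GFP at most 10,000,000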
KOR beta-arrestin-1: KOR agonists, beta-arrestin recruitment, primary screen, cell-based, luminescence, uHTS (AID 1777); KOR beta-arrestin recruitment, luminescence; higher % means a stronger effect; activation, % at 10 µM, or EC50 in µM where a hit was titrated; 280,000 tested, 0.02% active; in the data active means activation above about 50%, passing the limit was not always enough; further: a part of the inactive calls stands beside numbers as strong as those of hits
NOD1 inhibition: NOD1 signaling inhibitors, primary screen, cell-based, luminescence, uHTS (AID 1578); NOD1-driven NF-kB luciferase reporter cells, luminescence; higher % means a stronger effect; inhibition, % at 4 µM; hits with a dose series show EC50 in µM; 290,000 tested, 1% active; in the data active means inhibition mostly above about 36%, no sharp cut-off; inactive means mostly below about 34%;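 further: HEK-293T reporter cells stimulated with the NOD1 agonist gamma-tri-DAP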
GPR55 antagonists: GPR55 antagonists blocking LPI-driven arrestin recruitment, primary screen, imaging, U2OS, beta-arrestin-GFP, LPI agonist (AID 2013) | G-protein coupled receptor 55 (Homo sapiens) | U2OS GPR55 beta-arrestin-GFP translocation imaging, LPI antagonism; higher % means a stronger effect | inhibition, % at 10 µM; hits with a dose series show IC50 in µM | 290,000 tested, 0.13% active;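 active means spots per cell inhibited over 60%, with over 100 cells counted and total cytoplasm intensity under 500,000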;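 further: U2OS cells stably carrying GPR55 and arrestin-GFP stimulated by 5 µM LPI near EC80; imaged beta-arrestin-GFP aggregate spots per cell after agonist stimulation; plate controls were LPI-stimulated DMSO wells for no effect and DMSO wells without LPI for full effect; some results filed as inactive read as strong as hits; confirmed hits need IC50 under 10 µM and bright autofluorescent wells are also inconclusive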
UTI89 phage lysis: inhibition of K1F phage lysis, E. coli UTI89, bacterial capsule biogenesis inhibitors, alamar blue (AID 488966); E. coli UTI89 K1F phage lysis, alamar blue, 2 h; higher % means a stronger effect; inhibition, % at 100 µM; hits with a dose series show IC50 in µM; 340,000 tested, 0.02% active;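 active means phage lysis inhibition, versus mean bacterial control, above a set limit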;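 further: capsule biogenesis inhibitors block K1F phage lysis so surviving cells raise fluorescence; higher fluorescence means more inhibition of phage lysis; actives were called in the ten point dose series up to 300 µM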
KOR beta-arrestin-2: KOR antagonists, beta-arrestin recruitment, cell-based, luminescence, uHTS (AID 1778); Kappa-type opioid receptor (Homo sapiens); KOR beta-arrestin recruitment, luminescence, antagonist mode; higher % means a stronger effect; inhibition, % at 10 µM; hits with a dose series show IC50 in µM; 290,000 tested, 0.091% active; in the data active means inhibition above about 50%; further: strong numbers were not always called active
NTR1 agonist: agonists of NTR1, primary screen, imaging, U2OS cells, beta-arrestin-GFP, high content (AID 493036); activation, % at 20 µM; 330,000 tested, 0.17% active; NTR1-U2OS beta-arrestin-GFP spot imaging, agonist mode; Neurotensin receptor type 1 (Homo sapiens), P30989;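 active means activation at or above 40% of the spot to cytoplasm intensity ratio, with at least 20 cells analyzed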;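 further: 0% = DMSO without peptide and 100% = 100 nM NTR1 peptide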
Target sequence (P30989 whole entry, looked up): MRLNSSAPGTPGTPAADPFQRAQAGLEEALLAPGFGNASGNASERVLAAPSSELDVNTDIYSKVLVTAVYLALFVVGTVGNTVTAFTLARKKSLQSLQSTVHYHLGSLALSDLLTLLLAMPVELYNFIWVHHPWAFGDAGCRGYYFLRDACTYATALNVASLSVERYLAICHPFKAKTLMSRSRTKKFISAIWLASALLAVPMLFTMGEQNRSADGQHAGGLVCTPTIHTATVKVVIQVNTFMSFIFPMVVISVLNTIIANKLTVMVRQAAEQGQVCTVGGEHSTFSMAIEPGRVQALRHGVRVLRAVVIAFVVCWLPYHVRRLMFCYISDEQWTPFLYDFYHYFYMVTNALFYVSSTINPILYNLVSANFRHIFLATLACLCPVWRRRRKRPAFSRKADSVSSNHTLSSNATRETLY
GPR55 beta-arrestin: GPR55 agonists via beta-arrestin recruitment, primary screen, imaging, U2OS cells, beta-arrestin-GFP redistribution (AID 1961); G-protein coupled receptor 55 (Homo sapiens); U2OS GPR55 beta-arrestin-GFP redistribution imaging; higher % means a stronger effect; one-dose activation, % at 10 µM; EC50 in µM for titrated hits; 290,000 tested, 0.048% active;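 active means activation above 40% with more than 50 cells counted in the well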;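 further: U2OS osteosarcoma cells stably expressing GPR55 and beta-arrestin-GFP; plate controls were DMSO negative control for no effect and LPI positive control for full effect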
MgcRacGAP inhibition: MgcRacGAP GTPase-activating activity inhibitors, confirmation, biochemical, ADP Hunter fluorescence; inhibition, % at 30 µM; hits with a dose series show IC50 in µM; AID 624330, 2012; MgcRacGAP-stimulated Rac1 GTP hydrolysis, ADP Hunter fluorescence; higher % means a stronger effect; GST-tagged Rac1 F28L mutant substrate; Rac GTPase-activating protein 1 (Homo sapiens); 340,000 tested, 0.6% active;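 active means first-screen hits whose inhibition reached a set limit at any dose in the follow-up dose series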;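 further: fluorescence reports GDP produced by GAP-driven GTP hydrolysis; strong numbers were not always called active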
NTR1 agonist cell count 20 µM: also measured in NTR1 agonist; calls as there; cell count; measured here: cell count, cytotoxicity flag
Starred values were filed as active, the others as inactive; · = no result given; [ ] = another dose, or the depositor's remark. These rows are one share of the data; the hit share may differ from the screen's.

Start of the data: the first eight records as a preview:
SMILES | GPR35 antagonists | KOR beta-arrestin-1 | NOD1 inhibition | GPR55 antagonists | UTI89 phage lysis | KOR beta-arrestin-2 | NTR1 agonist | NTR1 agonist cell count 20 µM | GPR55 beta-arrestin | MgcRacGAP inhibition
CCCn1nnnc1NC(=O)c1ccc2ccccc2c1 | -8% | -3.3% | 3% | 18% | 1.4%[50 µM] | 60% | -0.8 | 70 | 0.1% | 13%
CC(C)(C)c1ccc(-c2n[nH]c(=S)n2/N=C/c2ccncc2)cc1 | 6% | -4.1% | -3% | 11% | -0.8% | · | 1.6 | 46 | 0.5% | 9%
O=C(Nc1ccccc1F)N1CCC(NC(=O)C23CC4CC(CC(C4)C2)C3)CC1 | -9% | 0.7% | -16% | 4% | 0.4% | -8% | -0.3 | 45 | 0.6% | 5%
Cc1ccc(N(NC(=O)C(O)(c2ccccc2)c2ccccc2)C(=O)CCl)cc1 | 10% | 10% | 87%* | -13% | 2.1% | -27% | 13 | 69 | -0.3% | 0%
CCc1ccc(NC(=O)c2ccccc2Br)cc1 | 4% | -3.0% | -37% | 1% | -0.1% | 12% | 0.1 | 43 | -0.3% | 6%
CCOC(=O)Cc1nnc(NC(=O)C23CC4CC(CC(C4)C2)C3)s1 | 3% | 2.5% | 2% | 0% | -1.0% | -21% | 12 | 51 | 0.0% | -6%
O=C(NCc1ccccc1)C(c1ccc(F)cc1)N(Cc1ccc2c(c1)OCO2)C(=O)Cn1nnc(-c2cccs2)n1 (stereo not given) | 6% | -5.1% | -37% | 1% | -0.1% | 4% | -0.8 | 74 | 0.4% | 1%
C=C(C)c1cccc(C(C)(C)NC(=O)NCc2ccncc2)c1 | 8% | · | -11% | 7% | 0.2% | 16%[20 µM] | -1.3 | 69 | 0.0% | 0%

The listing, previewed entries included:
SMILES | GPR35 antagonists | KOR beta-arrestin-1 | NOD1 inhibition | GPR55 antagonists | UTI89 phage lysis | KOR beta-arrestin-2 | NTR1 agonist | NTR1 agonist cell count 20 µM | GPR55 beta-arrestin | MgcRacGAP inhibition
CCCn1nnnc1NC(=O)c1ccc2ccccc2c1 | -8% | -3.3% | 3% | 18% | 1.4%[50 µM] | 60% | -0.8 | 70 | 0.1% | 13%
CC(C)(C)c1ccc(-c2n[nH]c(=S)n2/N=C/c2ccncc2)cc1 | 6% | -4.1% | -3% | 11% | -0.8% | · | 1.6 | 46 | 0.5% | 9%
O=C(Nc1ccccc1F)N1CCC(NC(=O)C23CC4CC(CC(C4)C2)C3)CC1 | -9% | 0.7% | -16% | 4% | 0.4% | -8% | -0.3 | 45 | 0.6% | 5%
Cc1ccc(N(NC(=O)C(O)(c2ccccc2)c2ccccc2)C(=O)CCl)cc1 | 10% | 10% | 87%* | -13% | 2.1% | -27% | 13 | 69 | -0.3% | 0%
CCc1ccc(NC(=O)c2ccccc2Br)cc1 | 4% | -3.0% | -37% | 1% | -0.1% | 12% | 0.1 | 43 | -0.3% | 6%
CCOC(=O)Cc1nnc(NC(=O)C23CC4CC(CC(C4)C2)C3)s1 | 3% | 2.5% | 2% | 0% | -1.0% | -21% | 12 | 51 | 0.0% | -6%
O=C(NCc1ccccc1)C(c1ccc(F)cc1)N(Cc1ccc2c(c1)OCO2)C(=O)Cn1nnc(-c2cccs2)n1 (stereo not given) | 6% | -5.1% | -37% | 1% | -0.1% | 4% | -0.8 | 74 | 0.4% | 1%
C=C(C)c1cccc(C(C)(C)NC(=O)NCc2ccncc2)c1 | 8% | · | -11% | 7% | 0.2% | 16%[20 µM] | -1.3 | 69 | 0.0% | 0%
CSc1nc2nccc(-c3ccc(-c4ccccc4)cc3)n2n1 | 1% | -4.5% | 1% | 8% | -0.3% | -30% | 20 | 55 | 0.5% | 14%
Cc1ccc(C2(C(F)(F)F)NC(=O)N3CCCN=C3S2)cc1 (stereo not given) | -3% | 6.9% | -8% | 6% | 2.4% | -40% | 0.1 | 52 | -0.2% | 4%

The final 2 entries of the section above are carried over, then new ones follow:
SMILES | GPR35 antagonists | KOR beta-arrestin-1 | NOD1 inhibition | GPR55 antagonists | UTI89 phage lysis | KOR beta-arrestin-2 | NTR1 agonist | NTR1 agonist cell count 20 µM | GPR55 beta-arrestin | MgcRacGAP inhibition
CSc1nc2nccc(-c3ccc(-c4ccccc4)cc3)n2n1 | 1% | -4.5% | 1% | 8% | -0.3% | -30% | 20 | 55 | 0.5% | 14%
Cc1ccc(C2(C(F)(F)F)NC(=O)N3CCCN=C3S2)cc1 (stereo not given) | -3% | 6.9% | -8% | 6% | 2.4% | -40% | 0.1 | 52 | -0.2% | 4%
Cc1cccc(-n2nc(C)c3c(C(=O)O)cc(-c4cccs4)nc32)c1 | 5% | 1.1% | -21% | 9% | 5.1% | -26% | 2.9 | 36 | -0.5% | 13%
COCCNc1ccc(N2C(=O)CCCC2=O)cc1[N+](=O)[O-] | 10% | -2.1% | -29% | -12% | 0.7% | -2% | 4.6 | 56 | 0.2% | 8%
Cc1cccc(C)c1NC(=O)CSc1nnc(NC(=O)C2CC2)s1 | 10% | 2.9% | 20% | 2% | 1.6% | -8% | 23 | 49 | -0.1% | 4%
COc1cc(Cl)cc(NC(=O)CCN2CCN(C)CC2)c1 | -3% | -1.7% | -4% | 4% | 0.5% | -11% | -0.6 | 84 | 0.2% | 6%
C=CCc1ccc(OCCOc2cccc3ccc(C)nc23)c(OC)c1 | 3% | -1.2% | 5% | -10% | 0.1% | -12% | 16 | 95 | 0.0% | 18%
Cc1[nH]c2ccccc2c1C(=O)C(=O)Nc1ccc2c(c1)OCO2 | 1% | -5.4% | -61% | 10% | 0.2% | 30% | 0.8 | 60 | 0.6% | 3%
O=C(O)c1c2c(nc3ccc(S(=O)(=O)N4CCC(C(=O)NCc5ccc(Cl)cc5)CC4)cc13)CCCC2 | -8% | -2.3% | 3% | -5% | 0.0% | -13% | 1.3 | 58 | -0.1% | 1%
O=C(C[n+]1ccsc1)c1ccccc1 | 14% | 1.6% | -32% | 9% | 0.2% | 21% | 0.2 | 65 | 0.3% | -7%
O=C(Nc1ccc(S(=O)(=O)N2CCCCC2)cc1)c1cnccn1 | 7% | -4.1% | 9% | -9% | -0.7% | 8% | 0.6 | 76 | -0.2% | 4%
COc1ccccc1C(=O)C1CCCN(Cc2cccc3nccnc23)C1 (stereo not given) | 12% | · | -28% | 11% | -0.1% | -20%[20 µM] | -0.1 | 53 | -0.1% | -3%
O=C(O)C1CCCCC1C(=O)Nc1ccc(F)c(F)c1 (stereo not given) | 10% | -3.1% | -34% | -6% | -3.5% | -2% | 0.2 | 49 | -0.1% | 0%
COc1cccc(/C=N/n2c(N)c(S(=O)(=O)c3cccs3)c3nc4ccccc4nc32)c1 | -7% | -2.8% | -12% | -2% | 0.1% | 4% | 2.2 | 86 | 0.0% | 2%
Cc1cccc(NC(=O)CSCC(=O)NCc2ccco2)c1 | 6% | -0.9% | -18% | 14% | 1.5%[50 µM] | -10% | -1.2 | 67 | 0.2% | 9%
COC(=O)c1cn(CCOc2ccccc2OC)c2ccccc12 | 25% | 1.0% | -23% | 6% | -0.1% | -17% | 6.0 | 39 | -0.4% | 12%
O=C(COC(=O)c1cc([N+](=O)[O-])ccc1NCCO)c1ccc(Cl)cc1 | -9% | -4.1% | -15% | 13% | -0.1% | 14% | 7.6 | 83 | 0.2% | 0%
NC1=NC(=O)C(CC(=O)NCc2ccccc2)S1 (stereo not given) | -10% | 8.4% | 11% | 3% | 0.0% | -55% | 0.4 | 94 | -0.2% | 0%
Cc1nc(C(C)N(C)Cc2nc(-c3ccc4c(c3)OCO4)no2)c(C)s1 (stereo not given) | -10% | 6.7% | 16% | -19% | 0.0% | -29% | 1.9 | 41 | -0.1% | 6%
O=C(C1CCCCC1)N(Cc1nc2sc3c(c2c(=O)[nH]1)CCCC3)Cc1cccs1 | 0% | 0.5% | 7% | -3% | 0.7% | -22% | 9.2 | 62 | -0.2% | 2%
Cc1ccccc1-c1nnc(SCc2ccccc2)o1 | 0% | -2.3% | -42% | 6% | 0.1% | 36% | 1.0 | 53 | -0.1% | 4%
Cc1ccc(C(C(=O)NC(C)(C)C)N(C(=O)CCC(=O)Nc2ccccn2)c2ccccc2F)cc1 (stereo not given) | 2% | 1.9% | -13% | 0% | 0.2% | -16% | 0.4 | 56 | -0.1% | 4%
C/C(=C\C(=O)c1ccc(Cl)cc1Cl)N(C)C | 5% | -1.0% | -32% | 0% | -0.5% | -19% | -1.4 | 39 | 0.7% | 2%
Cc1ccc2c(c1)nnn2C1CCN(CC(=O)N2c3ccccc3CC2C)CC1 (stereo not given) | 15% | -2.3% | 8% | -7% | -0.7%[50 µM] | -25% | 0.1 | 49 | -0.1% | 2%
CCOC(=O)N/N=C/C=C/c1ccccc1[N+](=O)[O-] | 3% | -4.7% | -34% | -2% | 13% | 13% | 0.0 | 25 | 0.2% | 1%
O=C(C1=C(O)C(=O)N(CC2CCCO2)C1c1ccc(Cl)cc1Cl)c1ccco1 (stereo not given) | -4% | -0.6% | -12% | -6% | 0.1% | -40% | 2.0 | 43 | 0.2% | 5%
COc1ccc2c(=O)cc(-c3ccccc3)n(C)c2c1 | 10% | -7.5% | -23% | -2% | 3.8% | 17% | -1.0 | 60 | 0.1% | 9%
COc1ccc2oc(C(=O)OCC(=O)N(CCC#N)c3ccccc3)c(C)c2c1 | 7% | 2.4% | -21% | 2% | 0.1% | 1% | 3.7 | 66 | 0.3% | 9%
CCOc1ccccc1NC(=S)NC(=O)CCc1ccccc1 | 2% | -2.7% | -5% | -2% | 1.2%[50 µM] | 3% | 17 | 64 | 0.0% | 8%
COC(=O)c1ccc(N=NN2CCOCC2)cc1 | -16% | -2.0% | -39% | 5% | -4.8% | 15% | -0.8 | 40 | -0.2% | 2%
CC(=O)Nc1ccc(Cl)c(-c2nc3ncccc3o2)c1 | -10% | -1.1% | 0% | 7% | -0.1% | 1% | 0.8 | 74 | 0.0% | 7%
C/C(=N\NC(=O)C1CCCN(S(=O)(=O)c2ccccc2)C1)c1cccnc1 (stereo not given) | 8% | -5.6% | -13% | 0% | 0.6% | -10% | 3.0 | 43 | 0.8% | 8%
CCn1cc(C2=NC(CC(C)C)CO2)c2ccccc21 (stereo not given) | -8% | 3.2% | -5% | 4% | 0.7% | 21% | 4.5 | 55 | -0.1% | 11%
c1ccc(Cn2nnc(-c3ccccc3)n2)cc1 | -14% | -3.9% | -30% | 11% | -0.1% | 16% | -2.1 | 103 | 0.1% | 7%
